# m-calpain inh: calpain II (pig) inhibition. inhibition, % at 16 µM. AID 1236. purified calpain II, fluorogenic peptide substrate, 30 min. 220,000 tested, 0.37% active;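 active = inhibition above about 50%, limit read from the data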
# Furin inhibitor: blocks human furin protease activity; purified furin, fluorogenic substrate cleavage; P09958; inhibition, % at 30 µM; 220,000 tested, 0.061% active; in the data active = inhibition above about 25%; also: inactives centre near -15
# FXIa inh 1536: blocks human coagulation factor XIa protease activity | P03951 | purified FXIa, Boc-Glu-Ala-Arg-AMC fluorogenic substrate | inhibition, % at 5 µM | 220,000 tested, 0.14% active;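 active = inhibition of at least 40%; inactive = inhibition below 40%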;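 also: fluorescence of freed AMC excited at 355 nm; 0% = enzyme without compound and 100% = no enzyme blank; many of its hits are not listed in these tables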
# Target sequence (P03951 19-387 limits assumed): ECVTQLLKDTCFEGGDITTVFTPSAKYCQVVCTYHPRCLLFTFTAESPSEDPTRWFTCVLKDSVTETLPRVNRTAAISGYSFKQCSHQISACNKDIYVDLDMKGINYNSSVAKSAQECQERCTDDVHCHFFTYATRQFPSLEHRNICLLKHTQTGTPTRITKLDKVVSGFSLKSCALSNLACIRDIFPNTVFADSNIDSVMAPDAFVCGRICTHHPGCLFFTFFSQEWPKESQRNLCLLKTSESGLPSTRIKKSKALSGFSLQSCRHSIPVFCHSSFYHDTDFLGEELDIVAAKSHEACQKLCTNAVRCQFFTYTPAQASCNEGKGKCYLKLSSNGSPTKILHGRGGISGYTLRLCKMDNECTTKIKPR
# Target sequence (P03951 388-625 limits assumed): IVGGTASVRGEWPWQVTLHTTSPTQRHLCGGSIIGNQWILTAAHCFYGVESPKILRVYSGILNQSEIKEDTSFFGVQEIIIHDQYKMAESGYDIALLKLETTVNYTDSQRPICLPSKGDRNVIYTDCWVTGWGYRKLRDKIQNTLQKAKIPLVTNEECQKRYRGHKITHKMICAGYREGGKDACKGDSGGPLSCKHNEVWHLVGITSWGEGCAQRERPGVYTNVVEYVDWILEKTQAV
# hK5 inh: kallikrein 5 (human) inhibition; recombinant hK5, fluorogenic AMC substrate cleavage; inhibition, % at 5 µM; 210,000 tested, 0.59% active;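 active = inhibition of 40% or more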;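 also: 0% = enzyme controls without compound and 100% = no-enzyme blanks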
# Target sequence (Q9Y337 67-293 limits assumed): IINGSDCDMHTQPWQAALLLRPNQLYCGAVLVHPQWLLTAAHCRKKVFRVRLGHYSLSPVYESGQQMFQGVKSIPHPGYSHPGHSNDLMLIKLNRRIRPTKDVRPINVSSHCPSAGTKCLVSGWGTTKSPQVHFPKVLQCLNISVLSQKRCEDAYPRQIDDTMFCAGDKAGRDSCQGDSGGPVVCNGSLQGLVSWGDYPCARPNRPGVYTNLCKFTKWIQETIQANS
# Thrombin inh: blocks human thrombin protease activity | 220,000 tested, 0.26% active | inhibition, % at 5 µM | alpha-thrombin, Boc-VPR-AMC fluorogenic substrate cleavage | AID 1046 | P00734;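 active = inhibition at or above 40%; inactive = inhibition below 40%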;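 also: 0% = enzyme with no compound and 100% = wells without enzyme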
#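 Test system: human alpha-thrombin; medium: pH 7.5 Tris-saline with Tween 20; times: reaction at room temperature; signal: AMC fluorescence at 355 nm excitation and 460 nm emission; also added: Boc-VPR-AMC substrate, 15 µM final; dosing: one concentration per compound, 5 µM, with 0.2% DMSO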
# FXIIa inh: factor XIIa (human) inhibition | purified FXIIa, Boc-QGR-AMC fluorogenic substrate, 2 h | inhibition, % at 5 µM | AID 800 | P00748 | 220,000 tested, 0.3% active; in the data active = inhibition above about 40%;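 also: 0% = enzyme with no compound and 100% = blank without enzyme; many of its hits are not listed in these tables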
# KCC2 mod: modulates chloride dependent transport by human KCC2. Q9H2X9. KCC2 cells, thallium flux FluoZin-2 fluorescence. B-score of Tl+ flux slope (higher = more flux/activation; lower = inhibition) at 10 µM. 190,000 tested, 2.2% active;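 active = thallium flux slope and its plate-corrected score both differing from the plate sample mean at a set confidence after two filtering rounds, in either direction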;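 also: slope of fluorescence scaled to starting intensity during 10 to 20 s after thallium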
# PERK inh: inhibitors of human PERK kinase | Q9NZJ5 | CHO PERK-DD fusion, SEAP luminescence translation reporter | inhibition, % at 5.6 µM | 220,000 tested, 0.17% active;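 active = inhibition above the mean inhibition of all tested compounds plus 3 SD, set separately per screening campaign, cut at about 2.9% in these data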;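 also: PERK kinase domain activated by AP20187 dimerizer at 100 nM; 0% = DMSO with dimerizer and 100% = rapamycin at 8.4 µM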
# Rad51 HR inh: Rad51 (human) homologous recombination inhibition; hRad51 DNA strand exchange, fluorescence dequenching; inhibition, % at 10 µM; 200,000 tested, 0.085% active; AID 1385;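 active = inhibition above 40% at the single screening dose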;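 also: 0% = DMSO control wells and 100% = blanks with heterologous ssDNA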
#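 material = hRad51 filaments on single-stranded DNA | reagent = Donor/quencher-labelled 47-bp dsDNA substrate | compound = 10 µM final, single point | schedule = strand-exchange reaction 15 min at room temperature | measured by = fluorescein emission 520 nm, excitation 485 nm | read-out basis = % inhibition versus plate control and blank means | benchmarks = plate controls and plate blanks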
# Active calls of the source: *; · = not tested or not shown; [ ] = remark or other dose. The list is partial (hit frequency here may not be typical).
m-calpain inh,Furin inhibitor,FXIa inh 1536,hK5 inh,Thrombin inh,FXIIa inh,KCC2 mod,PERK inh,Rad51 HR inh,compound
9,-16,3,4,-4,10,-0.16,-0.1,1,Cc1ccc2c(c1)-c1nc3ccccc3cc1C2=NC1CCCCC1
5,-14,-17,-7,-6,-2,0.25,1.0,4,Cc1c(O)nc2ccccn2c1=O
19,-13[20 µM],-4,8,-1,-2,-0.29,0.3,·,CC(C)CNC(=O)NC(=O)COc1ccc(C=O)cc1
-89,-23[20 µM],-12,10,-4,3,·,-0.1,6,CC(OC(=O)c1cc(=O)[nH]c2ccccc12)c1ccccc1 (centres undefined)
-4,-15,-3,-2,-13,0,-0.036,-1.0,·,Nc1ccc(S(=O)(=O)N2CCCC2)cc1Cl
-21,-21,2,-5,6,11,0.5,1.6,-8,CC(=O)NS(=O)(=O)c1ccc(NC(=O)NC2CCCCC2)cc1
0,-22[20 µM],1,2,6,10,-0.021,1.1,-1,Nc1c(-c2ccc(F)cc2)cnc2ncnn12
15,13,8,8,14,22,-0.78,0.0,·,c1ccc2c(c1)nc(Nc1ccc(N3CCCCC3)cc1)c1nncn12
-43,8[20 µM],-2,-28,-1,13,0.5,1.1,2,COC(=O)c1c[nH]n2c(=O)cc(CCl)nc12
-8,-22,8,13,-6,14,0.079,0.7,6,COC(=O)c1ccccc1NC(=O)C(=O)NCC1CCCO1 (centres undefined)
-57,-9[20 µM],-4,-3,1,16,·,-1.3,-4,CCc1nn(-c2cc(Oc3cccc4ccccc34)nc(-c3ccccc3)n2)c(N)c1C#N
-9,-28,2,9,-1,8,0.98,0.3,1,COc1ccc2c(c1)Sc1ccccc1N2
-2,-28,1,1,-1,6,1.1,1.2,-6,O=C(C1=C[C@H](c2ccccc2)C[C@H](OCc2ccc(CO)cc2)O1)N1CCOCC1
40,-9,8,·,11,16,-0.13,0.6,·,COc1ccc2c(c1)CCC/C2=N/OC(=O)c1ccccc1OC
-24,-30[20 µM],1,-16,-3,7,0.78,1.4,4,Cc1cc(C)c2nc(C(F)(F)F)c(C#N)c(N)c2c1
11,-13,-3,19,-5,10,-0.28,1.1,4,Cc1ccc(O)c(-c2cc(C(F)(F)C(F)F)nc(-c3ccccc3)n2)c1
23,-15,-3,2,-9,4,-0.26,-0.8,·,CCOC(=O)C1(CC2CC2)CCN(Cc2cc(Cl)c(O)c(OC)c2)CC1
-7,-5,26,-9,-2,24,-2.4,1.1,-6,S=C(NCCc1ccccc1)NCCc1ccccc1
-43,-8[20 µM],9,-3,2,13,-0.1,-0.3,3,COc1ccccc1NC(=O)c1nnn(CC(=O)Nc2ccccc2)c1N
-25,-30[20 µM],5,6,-1,3,·,0.7,2,O=c1cc(Cl)c(-c2ccccc2)n[nH]1
1,-6,0,-26,-1,14,0.23,-0.6,0,O=C(Cn1nc(-c2ccccc2)c2ccccc2c1=O)NCC1CCCO1 (centres undefined)
-12,-21,-2,0,0,3,-0.088,0.5,·,O=c1cc(CSc2nnc(Nc3ccccc3F)s2)nc2sccn12
12,6,18,-11,10,18,0.91,-0.1,-3,CCOC(=O)COc1ccc([N+](=O)[O-])cc1
-13,-13[20 µM],-2,-4,-7,-1,0.19,-0.7,13,Brc1cccc(-c2nnco2)c1
9,-24,-6,-9,-9,-5,1.2,-0.1,5,C/C(CC(=O)NCc1ccco1)=N\NC(=O)Cc1ccc(-c2ccccc2)cc1

# Quoted at random: six entries already listed.
m-calpain inh,Furin inhibitor,FXIa inh 1536,hK5 inh,Thrombin inh,FXIIa inh,KCC2 mod,PERK inh,Rad51 HR inh,compound
19,-13[20 µM],-4,8,-1,-2,-0.29,0.3,·,CC(C)CNC(=O)NC(=O)COc1ccc(C=O)cc1
-43,8[20 µM],-2,-28,-1,13,0.5,1.1,2,COC(=O)c1c[nH]n2c(=O)cc(CCl)nc12
-89,-23[20 µM],-12,10,-4,3,·,-0.1,6,CC(OC(=O)c1cc(=O)[nH]c2ccccc12)c1ccccc1 (centres undefined)
15,13,8,8,14,22,-0.78,0.0,·,c1ccc2c(c1)nc(Nc1ccc(N3CCCCC3)cc1)c1nncn12
9,-24,-6,-9,-9,-5,1.2,-0.1,5,C/C(CC(=O)NCc1ccco1)=N\NC(=O)Cc1ccc(-c2ccccc2)cc1
-4,-15,-3,-2,-13,0,-0.036,-1.0,·,Nc1ccc(S(=O)(=O)N2CCCC2)cc1Cl

# New compounds follow:
m-calpain inh,Furin inhibitor,FXIa inh 1536,hK5 inh,Thrombin inh,FXIIa inh,KCC2 mod,PERK inh,Rad51 HR inh,compound
10,-24,13,4,3,10,-0.28,1.7,8,Cc1oc(S(=O)(=O)N2CCCC2)cc1C(=O)Nc1ccccc1
·,-28[20 µM],·,·,·,·,-0.63,-0.2,1,O=C1CC(SCCc2nc3ccccc3[nH]2)C(=O)N1c1ccc(F)c(Cl)c1 (centres undefined)
-151,4,0,-15,-5,3,0.11,0.8,-1,Cc1c(Cc2ccc3c(c2)OCO3)sc(NC(=O)c2ccc3ccccc3c2)c1C(N)=O
-33,-18,2,3,-1,12,-1.3,0.3,10,COc1ccccc1NS(=O)(=O)c1ccc(O)c(C(=O)OCc2cccc([N+](=O)[O-])c2)c1
-67,-12,6,-1,-2,13,-1,1.0,-20,COc1ccc(N(CC(=O)N/N=C/c2ccc(-c3ccc([N+](=O)[O-])cc3)o2)S(=O)(=O)c2ccc(C)cc2)cc1
-50,-8,3,-13,-11,6,-2.5,-0.7,-3,c1ccc(CCc2nn3c(Cn4nnc5ccccc54)nnc3s2)cc1
-1,-20,-6,-4,-3,11,0.31,0.0,-20,Cc1ccccc1NC(=O)NC(C)(C)CC(C)(C)C
-27,-25,-2,3,-2,4,1.4,·,5,O=C(/C=C/c1ccc(O)c(O)c1)O[C@H](Cc1ccc(O)c(O)c1)C(=O)O
1,-15,1,0,0,7,-0.95,0.6,12,O=C(NCc1ccncc1)c1nc(-c2cccs2)no1
13,-12,16,-7,-4,21,0.94,0.7,·,CC(C)N1C(=O)CCC1C(=O)O (centres undefined)
11,-17[20 µM],-5,-8,-16,-8,0.68,1.1,10,O=C1CC(C(=O)Nc2ccc(C(=O)N3CCOCC3)cc2)C2(CCCCC2)O1 (centres undefined)
-37,-23,4,-64,0,16,0.18,0.1,-1,COc1ccc(NC(=O)c2cnc(C)cn2)c2ncccc12
17,-10[20 µM],-7,-1,-8,-5,-0.11,-0.9,-11,O=C(CCCn1c(SCC(=O)c2ccccc2)nc2ccccc2c1=O)NCC1CCCO1 (centres undefined)
-1,-16,1,-7,-5,6,0.88,0.3,-5,CCCC1=NN(C(=O)Cc2ccc(OC)cc2)C(O)(C(F)(F)F)C1 (centres undefined)
-32,-27,1,9,-7,12,0.41,0.6,-6,CCOC(=O)CNC(=S)N(Cc1ccccc1)Cc1cccnc1
10,-15[20 µM],-1,-5,1,-6,0.012,0.8,-4,O=C(NCc1ccccn1)c1cc2cc(Br)ccc2oc1=O
13,-15,27,-6,0,26,1.3,1.1,-8,CCCCC(=O)Nc1ccc(C(=O)NNC(=O)c2ccc(C)c(Br)c2)cc1
19,-5,4,-27,-16,3,-1.7,-0.7,12,Cc1c(NC(=S)NC(=O)c2cc3ccccc3o2)c(=O)n(-c2ccccc2)n1C
8,-20,-3,-2,-10,0,-0.43,-0.8,·,Cc1ccc(C)c(C(=O)CN2Cc3ccccc3C2=O)c1
-20,-24,1,-1,0,10,-0.98,0.2,14,CCOC(=O)CSc1nc(C)c(Oc2ccc(Cl)cc2Cl)c(=O)[nH]1
-19,-25,1,·,3,6,-0.075,0.9,15,OCC1(Cc2ccccc2)CCN(Cc2ccc(C(F)(F)F)cc2)CC1
-40,-9,-4,-4,-3,4,-0.18,0.1,1,COc1cccc(CSc2nc3ccccc3cc2C=O)c1
14,-11,5,2,-2,6,·,-0.1,-6,CCC(C)c1ccc(C2C3=C(Nc4nc(N)[nH]c(=O)c42)c2ccccc2C3=O)cc1 (centres undefined)
-12,-9,-1,-12,-5,7,-0.48,0.1,2,NC(=O)[C@@H]1CCCNc2c(F)cc([N+](=O)[O-])cc2C(=O)N[C@@H](CO)C(=O)NCC(=O)N1
-1,0,3,-4,-11,-1,0.57,-0.8,12,Cc1ccc(-c2csc(NC(=O)c3cccc(S(=O)(=O)N4CCN(C)CC4)c3)n2)cc1
-10,-32,8,-3,3,11,0.081,0.0,·,Cc1cc(C)nc(N/C(=N/S(=O)(=O)Cc2ccccc2)Nc2ccccc2)n1
-55,-32,-1,0,-2,9,-0.3,-0.3,-44,COc1ccc(-n2c(=O)c3c4c(sc3n(Cc3cccc(F)c3)c2=O)CN(C(C)=O)CC4)c(OC)c1
2,-23,8,-2,-5,14,-0.34,-0.2,7,CCSc1nnc(NC(=O)c2cc(OC)c(OC)c(OC)c2)s1
8,-24[20 µM],1,10,15,-19,-0.55,1.3,-3,CCCNC(=O)C(=O)c1cccn1-c1ccsc1C(=O)OC
-11,-2,-4,-6,-15,1,1.2,0.9,7,O=C(CC1Nc2c3ccccc3nc(=S)n2C1=O)NC1CCCCC1 (centres undefined)
-479,-38,-2,-28,-11,-4,0.75,0.5,0,Cc1cccc(Nc2nc3c(S(=O)(=O)c4ccccc4)nnn3c3ccccc23)c1
9,-12[20 µM],5,6,-1,0,-0.32,0.4,3,O=c1c(F)cn(C2CCCO2)c(=O)n1Cc1ccccc1F (centres undefined)
16,-9[20 µM],1,31,29,17,-0.057,-0.6,4,Cc1ccc(S(=O)(=O)N2CCN(C(C)C(=O)N3CCCc4ccccc43)CC2)cc1 (centres undefined)
12,-20,-2,-18,7,17,-0.49,0.3,-12,O=C(CCl)NNc1cccc(Cl)n1
-9,-33,0,6,-7,7,-0.13,1.4,-2,CC(=O)NC(Cc1cccc(F)c1)C(=O)NC1CCN(C(=O)c2cccc(C)c2)CC1 (centres undefined)
-6,-21,-2,·,-8,2,138*,0.3,20,COc1ccc(NC(=S)NC(=O)c2csnn2)cc1
22,-18,0,-2,-11,-1,0.91,0.9,·,O=C(O)c1ccc(-n2cncn2)c([N+](=O)[O-])c1
-11,-30,9,1,-1,5,0.23,1.6,17,CCCCNC(=O)c1cc(C)nc2ccccc12
20,-16,-1,5,-4,7,-0.13,0.0,-8,O=C(COC(=O)/C=C/c1ccccc1[N+](=O)[O-])NCC(F)(F)F
-6,-14,3,-14,-2,11,0.44,0.3,-5,CCOC(=O)c1ccc(NS(=O)(=O)c2c(C)n(C)c(=O)n(C)c2=O)cc1
5,-22,5,0,2,11,·,0.4,-1,O=C(c1ccco1)N1CCN(c2ncccn2)CC1
6,-17,-3,-5,1,13,-1.3,0.7,13,COc1ccc(-n2c(=O)c3c4c(sc3n3c(=S)[nH]nc23)COC(C(C)C)C4)cc1 (centres undefined)
-12,-22,1,-25,-6,4,-0.047,-0.5,·,Cc1nc2c3cc(F)ccc3n(Cc3ccc(F)cc3)c2s1
-15,-1[20 µM],8,-10,0,13,0.048,-1.8,-16,COc1ccccc1Nc1nc(-c2sc(NC(=O)C(C)(C)C)nc2C)cs1
0,1,5,-6,-3,5,-0.23,0.9,9,COC(=O)N/N=C/c1ccc(-c2cc(Cl)cc(Cl)c2)o1
7,-22,-5,-5,-13,4,·,0.6,2,COC(=O)c1c(NC(C)=O)sc(C(=O)Nc2ccccc2C)c1C
-20,-36,0,7,2,15,0.11,0.7,3,CC1CCCN(c2ccc(F)cc2N)C1 (centres undefined)
-2,-14[20 µM],-2,-8,0,9,-0.88,-0.7,-1,CCOc1ccc(NC(=O)C2CCN(c3nnnn3-c3ccccc3)CC2)cc1

# Screens: PubChem, several laboratories
